Screening data as filed in PubChem BioAssay.
rTrxR1 inhibitor = qHTS Assay for Inhibitors of Mammalian Selenoprotein Thioredoxin Reductase 1 (TrxR1): qHTS; AID 588453, 2011; Thioredoxin reductase 1, cytoplasmic (Rattus norvegicus), O89049; Potency, µM (series often up to 114 µM), without a hit: top-dose activity change, negative = inhibition, most hits filed as inhibitors; 390,000 compounds, 1% hits; recombinant rTrxR1, NADPH fluorescence consumption, selenite substrate; further: potency means the concentration at half of the fitted maximal effect; on the % scale 0 is the no-effect control and ±100 the full control effect; nearly all actives have a fitted effect of over 65% in size
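Rat TrxR1 (90 nM in the dispensed reagent) was pre-reduced with 400 uM NADPH for 5 min at room temperature, then incubated with compound for 15 min. After 400 uM selenite was added, NADPH fluorescence (Ex 340/Em 450 nm) was followed for 8 min.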
mIDH1 inhibitor = qHTS for Inhibitors of mutant isocitrate dehydrogenase 1 (IDH1): qHTS; AID 602179, 2012; Isocitrate dehydrogenase [NADP] cytoplasmic (Homo sapiens), O75874; Potency, µM (doses to about 76.6 µM), for the others: at the top dose activity change, negative = inhibition, actives largely listed as inhibitors; 390,000 compounds, 0.093% hits; IDH1-R132H enzyme, NADPH consumption, diaphorase/resazurin fluorescence; further: potency means the concentration at half of the fitted maximal effect; on the % scale 0 is the no-effect control and ±100 the full control effect; nearly all actives have a fitted effect of over 65% in size
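IDH1-R132H (0.5 ug/mL) preincubated 30 min with compound, then NADPH (0.016 mM) and alpha-KG (2 mM) added; 80 min at RT, pH 7.5. Remaining NADPH coupled via diaphorase/resazurin to fluorescence (540/590 nm); concentration-response curves normalized to no-enzyme control.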
GLS inhibitor = qHTS for Inhibitors of Glutaminase (GLS); Glutaminase kidney isoform, mitochondrial (Homo sapiens), O94925; GLS enzymatic activity, qHTS titration; Potency, µM (titrated, usually from 45.5 µM), without a hit: at the top dose activity change, negative = inhibition, usual class: inhibitors; 410,000 compounds, 0.21% hits; AID 624170, 2012; further: potency means the concentration at half of the fitted maximal effect; on the % scale 0 is the no-effect control and ±100 the full control effect
Target sequence (O94925 whole entry, looked up, canonical isoform): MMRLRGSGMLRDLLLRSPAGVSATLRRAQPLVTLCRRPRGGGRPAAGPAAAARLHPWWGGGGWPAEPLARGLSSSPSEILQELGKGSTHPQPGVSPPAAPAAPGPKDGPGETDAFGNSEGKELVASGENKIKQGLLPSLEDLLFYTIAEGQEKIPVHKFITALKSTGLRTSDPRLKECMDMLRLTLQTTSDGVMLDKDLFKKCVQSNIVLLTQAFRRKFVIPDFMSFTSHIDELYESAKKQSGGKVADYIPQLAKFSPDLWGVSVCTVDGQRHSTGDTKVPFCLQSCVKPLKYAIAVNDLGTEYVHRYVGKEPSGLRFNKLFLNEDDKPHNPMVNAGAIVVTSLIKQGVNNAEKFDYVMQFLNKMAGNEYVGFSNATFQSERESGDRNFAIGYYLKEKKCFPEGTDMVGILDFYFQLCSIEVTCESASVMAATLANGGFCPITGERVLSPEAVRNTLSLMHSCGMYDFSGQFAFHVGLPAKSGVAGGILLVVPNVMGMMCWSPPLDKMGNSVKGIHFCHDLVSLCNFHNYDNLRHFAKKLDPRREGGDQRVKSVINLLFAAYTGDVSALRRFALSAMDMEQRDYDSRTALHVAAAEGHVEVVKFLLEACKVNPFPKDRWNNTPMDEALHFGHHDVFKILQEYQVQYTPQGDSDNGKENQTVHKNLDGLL
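Assay buffer: 45 mM KH2PO4 pH 8.2, 0.02% Tween-20. hKGA acts on L-glutamine (1 mM solution added); product glutamate is reported by an oxidase/peroxidase Amplex Red coupling, with fluorescence taken at baseline and 30 min.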
HP1b binding inh = HTS for Inhibitors of HP1-beta Chromodomain Interactions with Methylated Histone Tails | AlphaScreen HP1-beta / biotin-H3K9me3 peptide binding | 390,000 compounds, 0.56% hits | Potency, µM (series often up to 114 µM), without a hit: top-dose activity change, negative = inhibition, actives largely listed as inhibitors; further: potency means the concentration at half of the fitted maximal effect; nearly all actives have a fitted effect of over 70% in size; inactives centre near 23
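HP1-beta protein (50 nM final) preincubated 30 min at room temperature with biotinylated H3(1-18)K9me3 peptide (50 nM) in PBS pH 7.4, 0.01% Tween-20, then compound added for 30 min. AlphaScreen streptavidin donor/nickel chelate acceptor beads (10 ug/mL final), 30 min dark, luminescence read.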
PI4K2A inh = qHTS for small molecular inhibitors of PI4K2A. Phosphatidylinositol 4-kinase type 2-alpha (Homo sapiens), Q9BTU6. purified PI4K2A, ADP-Glo luminescence, 1 h; hits give low values. activity change, negative = inhibition, % at 76.9 µM. 420,000 compounds, 0.13% hits. AID 1346378, 2018; in the data active means activity change below about -50%; inconclusive means mostly about -30% to -49%;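 further: -100% = wells without enzyme as full effect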
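PI4K2A activity was measured by ADP-Glo luminescence: enzyme (4 ug/mL stock) and phosphatidylinositol (1.2 mM stock) in Tris pH 7.5/MgCl2/EGTA/Triton X-100 buffer were reacted with ATP (300 microM stock) for one hour at ambient temperature.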
TrxR1 substrate = qHTS Assay for Substrates of Mammalian Selenoprotein Thioredoxin Reductase 1 (TrxR1): qHTS | purified TrxR1 substrate turnover, NADPH consumption readout | Thioredoxin reductase 1, cytoplasmic (Rattus norvegicus), O89049 | 390,000 compounds, 0.01% hits | Potency, µM (doses to about 114 µM), inactives show top-dose activity change, negative = substrate turnover; further: potency means the concentration at half of the fitted maximal effect; on the % scale 0 is the no-effect control and ±100 the full control effect; nearly all actives have a fitted effect of over 50% in size
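Rat TrxR1, dispensed at 90 nM, was prereduced with 400 uM NADPH (final) for 5 min at ~22 deg C, then incubated with compound 15 min before 400 uM selenite. A first-read NADPH fluorescence drop versus no-compound background flagged substrates.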
PGK inhibitor = qHTS Assay to Find Inhibitors of Phosphoglycerate Kinase; Potency, µM (doses to about 57.5 µM), without a hit: at the highest dose activity change, negative = inhibition, usual class: inhibitors; PGK/GAPDH coupled, Kinase-Glo luminescence, 60 min; 380,000 compounds, 0.043% hits; further: potency means the concentration at half of the fitted maximal effect; on the % scale 0 is the no-effect control and ±100 the full control effect; nearly all actives have a fitted effect of over 60% in size
Target sequence (P07378 whole entry, looked up): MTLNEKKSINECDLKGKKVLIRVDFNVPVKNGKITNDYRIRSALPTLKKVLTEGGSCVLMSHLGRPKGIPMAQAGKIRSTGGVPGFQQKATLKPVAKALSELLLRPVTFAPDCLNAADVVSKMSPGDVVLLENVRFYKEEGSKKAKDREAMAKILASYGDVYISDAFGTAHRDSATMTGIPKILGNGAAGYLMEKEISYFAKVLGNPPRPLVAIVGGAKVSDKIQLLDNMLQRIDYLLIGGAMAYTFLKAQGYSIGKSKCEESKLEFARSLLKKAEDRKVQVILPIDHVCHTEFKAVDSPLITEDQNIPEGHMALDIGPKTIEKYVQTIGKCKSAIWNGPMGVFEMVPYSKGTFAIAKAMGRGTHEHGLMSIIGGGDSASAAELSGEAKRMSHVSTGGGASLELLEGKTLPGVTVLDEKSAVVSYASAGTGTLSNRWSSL
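Luminescent ATP detection (Kinase-Glo Plus) follows a 60-minute room-temperature incubation, with wells lacking PGK as controls. Buffer: 100 mM TEA (pH 7.6), 5 mM MgCl2, 0.01% Tween-20. Coupling enzyme GAPDH (100 nM final) supplies unstable 1,3-BPG in-well.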
Pin1 inh = qHTS Assay to Find Inhibitors of Pin1 | AID 504891, 2011 | Potency, µM (doses to about 115 µM), for the others: top-dose activity, negative = inhibition, most hits filed as inhibitors | 390,000 compounds, 0.009% hits | Peptidyl-prolyl cis-trans isomerase NIMA-interacting 1 (Homo sapiens), Q13526 | Pin1 FP peptide displacement, HiFluor488, 10 min; active means well fitted inhibition curve with a large enough effect in the polarisation, with a control signal flat, not every such curve was filed as active; inconclusive means small, poorly fitted or top-dose-only effect, or effect the other way, or a change in a side signal; inactive means no such curve, though single readings can be large or run the other way; the % refers to the polarisation; further: potency means the concentration at half of the fitted maximal effect; on the % scale 0 is the no-effect control and ±100 the full control effect
USP1 inh = Inhibitors of USP1/UAF1: Primary Screen; Ubiquitin carboxyl-terminal hydrolase 1 (Homo sapiens), O94782; recombinant USP1/UAF1, Ub-Rhodamine cleavage fluorescence; Potency, µM (top dose mostly 57.1 µM), inactives show at the top dose activity change, negative = inhibition, actives largely listed as inhibitors; 390,000 compounds, 0.23% hits; further: potency means the concentration at half of the fitted maximal effect; on the % scale 0 is the no-effect control and ±100 the full control effect; nearly all actives have a fitted effect of over 60% in size; inactives centre near -12
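USP1/UAF1 complex (1 nM) preincubated 15 min at room temperature with compound, then Ub-Rho substrate (150 nM final) added. Kinetic fluorescence at 480/540 nm over 6 reads at 60 s intervals; 50 mM HEPES pH 7.8, 0.5 mM EDTA, 0.1 mg/ml BSA, 1 mM TCEP, 0.01% Tween-20.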
* = called active by the depositor; i = inactive; ? = inconclusive; · = not tested or not shown; & = joins results of further samples; [ ] = dose if it differs, or a comment. Unless noted, the call rests on the fitted dose curve; in most records, active means well fitted curve in the direction sought with a large enough effect; inconclusive means small, poorly fitted or top-dose-only effect, or another doubt; inactive means no such curve, though single readings can be large; an effect the other way counts as inactive or inconclusive. An excerpt; rates above refer to the full screens.

Values run as follows: GLS inhibitor | Pin1 inh | PGK inhibitor | rTrxR1 inhibitor | PI4K2A inh | HP1b binding inh | TrxR1 substrate | mIDH1 inhibitor | USP1 inh
> CCOC(=O)Cc1csc(N)n1
→ 12% | 3% | -1% | 2% | 4 | 17% | -9% | 1% | 0%
> CN(Cc1nc(-c2cccnc2)no1)S(=O)(=O)c1ccc(Br)cc1
→ 18% | -9% | -1% | -3% | 4 | 43%[activator] | -10% | 14% | -2%
> COc1ccc(C2OC[C@H]3O[C@H](O)[C@H](NC(C)=O)[C@@H](O)[C@@H]3O2)cc1 (stereo partly specified)
→ 6% | -7% | i | -3%[57.1 µM] | 1 | 28% | -2%[57.1 µM] | -5% | -14%
> Cc1nc(N2CCOCC2)sc1C=O
→ 4% | -3% | -7% | 1% | -16 | 44%[activator] | -8% | 6% | -8%
> CC12CC3(C)CC(C)(C1)CC(C(=O)NCC(=O)O)(C2)C3
→ 0% | -9% | -8% | 15% | -2 | 30% | 6%[57.1 µM] | -2% | -15%
> O=C(NCC1CCCO1)c1cccc(Br)c1 (stereo unspecified)
→ -6% | -4% | 5% | 1%[57.1 µM] | 4 | 31% | 8%[57.1 µM] | 4% | -13%
> CN(CCC(=O)c1ccccc1)CCC(=O)c1ccccc1
→ -6% | -8% | i | ? | -3 | 14% | 5%[2.29 µM] | 8% | -12%
> COc1ccc(-n2c(Cc3cccn3C)nnc2SCC(=O)NCC2CCCO2)cc1 (stereo unspecified)
→ -3% | -4% | -6% | 5% | -1 | 40%[activator] | 2% | 5% | -25%
> CCc1nnc(NC(=O)C(=O)c2cc(C)n(-c3ccccc3)c2C)s1
→ -5% | 1% | 0% | 22% | -13 | 7% | 8% | -10% | -12%
> O=C(CN(Cc1ccccc1)C(=O)CCC(=O)Nc1ccccn1)NCCc1ccccc1
→ -20% | -4% | -11% | 0%[57.1 µM] | -3 | 36% | -2%[57.1 µM] | 2% | -15%
> C=C(C)c1cccc(C(C)(C)NC(=O)NCC2COCCO2)c1 (stereo unspecified)
→ 8% | -1% | 0% | -3% | 0 | 62%[activator] | -1% | 2% | -7%
> CC(=O)N1c2ccc(S(=O)(=O)NCC3CCC(C(=O)N(C)Cc4ccccc4)CC3)cc2CC1C (stereo unspecified)
→ 2% | -3% | -2% | 13% | 2 | 21% | -2% | -9% | -13%
> Cc1ccc(NC(=O)NCc2cccnc2)cc1Cl
→ -1% | -10% | -1% | 20% | 0 | 49%[activator] | 0% | 7% | -18%
> CCOC(=O)c1nnc2c(-c3ccc(Cl)cc3)c(C)nn2c1C
→ 9% | -10% | -9% | 14% | 2 | -13% | 12%[11.4 µM] | 2% | -7%
> COc1cccc2cc(C(=O)NCCN3CCOCC3)c(=O)oc12
→ 0% | 3% | -3% | -2%[2.29 µM] | 0 | 44%[activator] | -1%[57.1 µM] | -4% | -25%
> Cc1ccc(-c2nnc(SCC(=O)Nc3nc4c(s3)CCCC4)n2C)cc1
→ -2% | 0% | -7% | 17% | -1 | 23% | 11% | 0% | -15%
> Cc1cc(CN(C)C(=O)c2cc(COc3ccc(C)c(C)c3)on2)on1
→ 0% | -8% | i | 4% | -2 | 28% | -4% | 4% | -14%
> COc1cc(OC)cc(C(=O)NC(=S)Nc2ccc3[nH]c(=O)[nH]c3c2)c1
→ 3% | -9% | -6% | 22%[57.1 µM] | 2 | 20% | 5%[57.1 µM] | 2% | -14%
> c1ccc(-c2nnc(CN3CCN(C(c4ccccc4)c4ccccc4)CC3)o2)cc1
→ 2% | -5% | 2% | 16%[57.1 µM] | -1 | 25% | -7%[57.1 µM] | 6% | -9%
> Cc1cccc(OCC(=O)NNC(=O)c2ccccc2OCc2c(C)noc2C)c1
→ 6% | 13% | 2% | 0% | -1 | 34% | -7% | -2% | -17%
> COC(=O)/C=c1/s/c(=C(/C#N)C(=O)NCc2ccccc2)n(-c2ccccc2)c1=O
→ 0% | ? | -1% | 18% | -5 | 26% | 10% | 3% | -14%
> CN(CC(=O)NCc1ccco1)CC(=O)Nc1cc(S(C)(=O)=O)ccc1Cl
→ -2% | 1% | i | 1%[57.1 µM] | 58 | 42%[activator] | 0%[57.1 µM] | -6% | -23%
> COCCn1c(N)c(C#N)c2nc3ccccc3nc21
→ 0% | 2% | -8% | -7% | -28 | 31%[activator] | 663%[activator] | 4% | ?
> CCCCOC(=O)c1ccc(OC(=O)N2CCOCC2)cc1
→ -2% | -1% | -1% | 22% | 1 | 17%[57 µM] | 1% | -7% | -17%
> CCc1cc(=O)oc2cc(C)cc(OC(C)C(=O)NCCCn3ccnc3)c12 (stereo unspecified)
→ 0% | 2% | 2% | 26% | 5 | -4% | 101%[activator] | -5% | -19%
> OCCC1CN(Cc2cccn2-c2nccs2)CCN1C1CCCCC1 (stereo unspecified)
→ 12% | -1% | 7% | 14% | 6 | 24% | 7% | -2% | -16%
> CCOC(=O)C1C(c2ccc(Cl)cc2)NC(=S)NC1(O)C(F)(F)F (stereo unspecified)
→ ? | 1% | 5% | 1% | 1 | 42%[activator] | 4% | -11% | -17%
> COc1ccc(S(=O)(=O)N2CCN(C(=O)CCCN3C(=O)NC4(CCCC4)C3=O)CC2)cc1
→ 3% | -1% | -10% | 14% | 0 | 16% | 10%[57.1 µM] | 19% | -18%
> O=C(CN1CCCN(Cc2ccc(F)cc2Cl)C1=O)NC1CCCCCCC1
→ -1% | 3% | i | 6% | 4 | 28% | -1% | 8% | -3%
> Cc1cccc(OCCNc2cc(N3CCN(CCO)CC3)ccc2[N+](=O)[O-])c1
→ 6% | 6% | -3% | -3% | -2 | -28% | -10% | 7% | -5%

Single records, as listed above. Order of values: GLS inhibitor	Pin1 inh	PGK inhibitor	rTrxR1 inhibitor	PI4K2A inh	HP1b binding inh	TrxR1 substrate	mIDH1 inhibitor	USP1 inh
O=C(CN1CCCN(Cc2ccc(F)cc2Cl)C1=O)NC1CCCCCCC1 is listed as -1%	3%	i	6%	4	28%	-1%	8%	-3%
Cc1cccc(OCCNc2cc(N3CCN(CCO)CC3)ccc2[N+](=O)[O-])c1 is listed as 6%	6%	-3%	-3%	-2	-28%	-10%	7%	-5%
CCc1cc(=O)oc2cc(C)cc(OC(C)C(=O)NCCCn3ccnc3)c12 (stereo unspecified) is listed as 0%	2%	2%	26%	5	-4%	101%[activator]	-5%	-19%

Further records.
Values run as follows: GLS inhibitor | Pin1 inh | PGK inhibitor | rTrxR1 inhibitor | PI4K2A inh | HP1b binding inh | TrxR1 substrate | mIDH1 inhibitor | USP1 inh
> O=S(=O)(c1ccc(Br)cc1)c1nc(-c2cccs2)oc1SCc1ccccc1F
→ 0% | ? | 3% | 15% | 0 | 31% | -1% | -2% | -20%
> Cc1cc(CN(C)C(=O)CC2C(=O)NCCN2Cc2ccc(-c3ccccc3)cc2)on1 (stereo unspecified)
→ 2% | 10% | i | ? | -4 | 16% | -4% | 5% | -25%
> CC(=O)c1c(C)cc(C)c(CSc2nc(C)cc(=O)[nH]2)c1C
→ 8% | -16% | · | 16%[57.1 µM] | -3 | 5% | 6% | 0% | -10%
> COc1ccccc1C1/C(=C(/O)c2cnn(-c3ccccc3)c2C)C(=O)C(=O)N1CCN(C)C (stereo unspecified)
→ 8% | -6% | -6% | 7% | -8 | 66%[activator] | 12% | 3% | -11%
> CC(=O)NCCc1nc2cc(NC(=O)c3ccccc3)ccc2n1C
→ -6% | 1% | -5% | 20% | 1 | 30% | 4% | 1% | -23%
> O=C(OC1CCCCC1=O)c1cc(=O)c2ccccc2o1 (stereo unspecified)
→ 4% | 0% | 5% | -9% | 15 | 41% | -1% | 4% | -3%
> N/C(=N\OC(=O)CCC(=O)O)c1ncc(C(F)(F)F)cc1Cl
→ 8% | -2% | 0% | -6%[57.1 µM] | 0 | -6% | -7%[57.1 µM] | 0% | -5%
> COc1cccc(-c2ncnn2-c2sc3c(c2C#N)CCCCC3)c1OC
→ 1% | 14% | -8% | 11% | -4 | 6% | 4% | -6% | -11%
> NCCCCNCCCN
→ -8% | -3% | 10% | 25%[57.1 µM] | -3&0 | 38% | 9%[57.1 µM] | -6% | -29%
> COc1ccc(CNC(=O)Cc2c(C(=O)O)c(C)cn2C)cc1
→ 1% | -1% | i | 9%[57.1 µM] | -2 | 25% | 1%[57.1 µM] | 19% | -3%
